Assay outcomes deposited in PubChem BioAssay by several laboratories.
TbHK1 inh: Trypanosoma brucei hexokinase 1 inhibitors, primary screen, biochemical, G6PDH-coupled NADH absorbance, MLSCN library; recombinant TbHK1, G6PDH-coupled NADH A340; AID 1430, 2008; inhibition, % at 10 µM; actives 0.11% (n = 220,000); hexokinase 1 [Trypanosoma brucei];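 active means inhibition of 50% or more in the single-dose primary screen; inactive means inhibition below 50%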
MDM2 E3 inh: MDM2-luciferase reporter signal enhancers, primary screen, MDM2 E3 ligase inhibitor project, cell-based, luminescence, 1536-well. signal enhancement, % at 5 µM. actives 0.11% (n = 210,000). cell-based MDM2 ubiquitination luciferase reporter, 2 h; 0 = plate control, 100 = twice control, blank-subtracted;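 active means signal enhancement of 30% or more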;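 further: luminescence tracks abundance of the self-degrading MDM2-luciferase fusion protein; higher signal means inhibition of MDM2 E3 ligase activity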
Target sequence (Q00987 whole entry, looked up, the tested form may be a part): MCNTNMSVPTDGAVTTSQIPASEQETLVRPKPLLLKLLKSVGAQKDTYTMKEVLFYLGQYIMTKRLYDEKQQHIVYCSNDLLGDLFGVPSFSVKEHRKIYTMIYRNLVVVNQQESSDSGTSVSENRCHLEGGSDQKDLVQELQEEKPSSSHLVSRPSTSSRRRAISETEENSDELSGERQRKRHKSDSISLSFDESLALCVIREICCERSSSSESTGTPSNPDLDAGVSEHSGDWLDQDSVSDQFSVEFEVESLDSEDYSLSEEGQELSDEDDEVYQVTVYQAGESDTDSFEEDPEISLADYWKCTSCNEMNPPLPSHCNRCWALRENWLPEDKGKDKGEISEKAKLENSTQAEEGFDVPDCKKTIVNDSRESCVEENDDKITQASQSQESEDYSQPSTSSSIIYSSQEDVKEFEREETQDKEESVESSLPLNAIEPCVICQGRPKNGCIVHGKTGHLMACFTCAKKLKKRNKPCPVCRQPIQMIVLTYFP
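Assay system: mammalian cells stably expressing self-ubiquitinating, self-degrading MDM2 E3–luciferase fusion. Quantity: 2000 cells in each well. Medium: DMEM culture medium. Compound dosing: single-point 5 µM. Timing: cell settling 4 h, compound treatment 2 h, both 37 °C. Technique: luciferase luminescence. Read-out basis: percent signal gain over controls, blank-subtracted. Benchmarks: plate controls and plate blanks.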
14-3-3 Bad PPI: inhibitors of 14-3-3 zeta/Bad binding, primary screen, biochemical, TR-FRET, bovine 14-3-3 zeta; inhibition, % at 21.7 µM; TR-FRET 14-3-3zeta/Dy647-pBad peptide displacement, 1 h; actives 0.71% (n = 220,000);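 active means inhibition above about 70%, limit read from the data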;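 further: 0% = full 14-3-3 plus peptide FRET controls and 100% = background without 14-3-3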
EBV gp42 block: Epstein-Barr virus gp42 inhibitors, primary screen, biochemical, uHTS, fluorescence polarization. inhibition, % (tested at 21.74 µM). actives 0.42% (n = 220,000). Glycoprotein 42 (Epstein-Barr virus (strain AG876)), Q1HVG2. Fluorescence polarization binding assay, mP read-out; in the data active means inhibition above about 50%
Runt-CBFb FRET: inhibitors of RUNX1 Runt–CBFb binding, primary screen, biochemical, FRET, Cerulean-Runt, Venus-CBFb, uHTS | Runt-related transcription factor 1 (Homo sapiens) + Core-binding factor subunit beta … | Cerulean-Runt/Venus-CBFb FRET ratio 530/480, 1 h | inhibition, % at 20 µM | actives 0.46% (n = 220,000) | AID 1496, 2009;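 active means inhibition over about 50% at 20 µM in the single-dose screen, limit read from the data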;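 further: 0% = DMSO wells and 100% = excess unlabeled CBFb competitor control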
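Reagent – Venus-CBFb binding partner, 100 nM · Assay system – Cerulean-tagged RUNX1 Runt domain (FRET donor) fusion protein · Input – 100 nM per protein · Incubation – two 1 h room-temperature incubations shielded from light · Measured by – FRET fluorescence · Medium – Tris buffer pH 7.5 with salts and BSA · Benchmarks – unlabeled CBFb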
zVAD death inh: inhibitors of zVAD-triggered necroptosis, primary screen, L929 cells. L929 zVAD necroptosis rescue, ATP luminescence, 24 h; with zVAD 60 µM. viability rescue, % at 10 µM. actives 0.38% (n = 220,000). AID 1377, 2008;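 active means activation, scaled between plate controls, above about 75%, limit read from the data; inactive means activation under that limit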;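 further: 0% = zVAD with DMSO and 100% = DMSO alone without zVAD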
p47phox inh: p47phox/p22phox peptide binding inhibitors, primary screen, biochemical, uHTS, NADPH oxidase regulatory subunit; inhibition, % at 24.7 µM; fluorescence polarization, 2 h; actives 0.53% (n = 220,000); AID 1274, 2008; Neutrophil cytosol factor 1 (Homo sapiens), P14598;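 active means inhibition above about 30%, limit read from the data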;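 further: 0% = p47phox with labelled peptide and 100% = labelled peptide alone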
Hck-Nef inh: inhibitors of Nef-activated human Hck kinase, primary screen, biochemical, Z-Lyte FRET, 384-well, Hck-YEEI | Tyrosine-protein kinase HCK (Homo sapiens), P08631 | Recombinant Hck-YEEI plus Nef, Z-Lyte FRET kinase assay | inhibition, % at 20 µM | actives 0.68% (n = 220,000) | AID 463187, 2010;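 active means Hck-Nef kinase inhibition above about 50%, limit read from the data; inactive means inhibition below that limit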;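 further: 0% = DMSO with Hck plus Nef and 100% = Hck alone without Nef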
Target sequence (P08631 whole entry, looked up): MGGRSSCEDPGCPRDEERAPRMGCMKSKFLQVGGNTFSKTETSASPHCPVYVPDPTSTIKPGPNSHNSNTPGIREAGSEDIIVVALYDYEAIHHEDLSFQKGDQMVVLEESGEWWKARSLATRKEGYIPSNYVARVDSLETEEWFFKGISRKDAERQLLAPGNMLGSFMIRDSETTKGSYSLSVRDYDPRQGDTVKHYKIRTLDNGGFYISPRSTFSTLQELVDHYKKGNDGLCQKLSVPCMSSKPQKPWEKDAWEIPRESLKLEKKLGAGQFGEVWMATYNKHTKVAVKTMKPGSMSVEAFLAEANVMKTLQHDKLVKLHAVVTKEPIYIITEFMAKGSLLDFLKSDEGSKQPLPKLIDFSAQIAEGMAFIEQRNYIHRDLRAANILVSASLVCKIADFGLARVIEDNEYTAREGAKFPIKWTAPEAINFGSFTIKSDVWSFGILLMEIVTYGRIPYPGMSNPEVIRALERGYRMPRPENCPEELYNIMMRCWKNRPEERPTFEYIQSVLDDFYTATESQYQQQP
Runt-SMMHC FRET: inhibitors of RUNX1 Runt–CBFb-SMMHC binding, primary screen, biochemical, FRET, Cerulean-Runt, Venus-CBFb-SMMHC, uHTS; Runt-related transcription factor 1 (Homo sapiens) + Core-binding factor subunit beta …; Cerulean-Runt/Venus-CBFb-SMMHC FRET ratio 530/480, 1 h; inhibition, % at 20 µM; actives 0.74% (n = 220,000);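 active means mean inhibition across duplicate retests at 20 µM reaching about 50%, limit read from the data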;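 further: 0% = DMSO wells and 100% = wells with excess untagged CBFb-SMMHC; inhibitors lower the FRET ratio by blocking Runt binding to CBFb-SMMHC; some results filed as inactive read as strong as hits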
* marks the source's active call; other numbers are inactive results; · = not tested or not shown; [ ] = dose if it differs, or a comment.

Start of the data: the first three compounds (preview)
SMILES	TbHK1 inh	MDM2 E3 inh	14-3-3 Bad PPI	EBV gp42 block	Runt-CBFb FRET	zVAD death inh	p47phox inh	Hck-Nef inh	Runt-SMMHC FRET
COc1ccc(NC(=O)CN2CCOCC2)cc1	-3.9	-10.2	73.0*	-2.1	1.2	-0.2	-7.3	5.6	-2.8
Nc1c(C(=O)O)sc2nc(-c3ccc(F)cc3)cc(-c3ccccc3)c12	-1.9	4.8	-7.5	-8.0	17.1	1.4	-52.1	6.2	-165.6
O=C(C1CCC1)N1CCC(O)(c2cccc(F)c2)CC1	3.3	8.8	51.5	7.0	1.0	1.7	-2.0	7.4	-4.8

The whole of this part, previewed entries included:
SMILES	TbHK1 inh	MDM2 E3 inh	14-3-3 Bad PPI	EBV gp42 block	Runt-CBFb FRET	zVAD death inh	p47phox inh	Hck-Nef inh	Runt-SMMHC FRET
COc1ccc(NC(=O)CN2CCOCC2)cc1	-3.9	-10.2	73.0*	-2.1	1.2	-0.2	-7.3	5.6	-2.8
Nc1c(C(=O)O)sc2nc(-c3ccc(F)cc3)cc(-c3ccccc3)c12	-1.9	4.8	-7.5	-8.0	17.1	1.4	-52.1	6.2	-165.6
O=C(C1CCC1)N1CCC(O)(c2cccc(F)c2)CC1	3.3	8.8	51.5	7.0	1.0	1.7	-2.0	7.4	-4.8
CSc1n[nH]c(NCc2cccs2)n1	1.1	-13.5	-1.9	-1.1	-4.8	-0.2	-0.1	2.9	-0.3
NC(=O)CCn1nc(-c2ccc(Cl)cc2)c2ccccc2c1=O	0.9	4.0	6.8	-12.1	-0.5	-0.3	4.9	1.7	4.5
COc1ccc(N(C)S(=O)(=O)c2cccc3nsnc23)cc1	-6.3	-10.3	-4.2	-6.5	0.8	0.1	-0.3	14.9	1.5
CCCCc1cc2c(c(NC(C)=O)n1)c(=O)oc1ccccc12	-10.5	-5.2	17.1[fluorescence artefact?]	1.7	1.1	0.9	-11.0	22.8	3.6
CC1(C)OC(C)(C)/C(=C/Nc2ccccc2)C1=O	-37.1	-11.8	-13.1	-13.2	-0.1	0.9	-12.4	2.2	4.3
CCN(CC)c1ccc(C=Nc2ccc(N(C)C)cc2)c(O)c1	0.8	-29.0	-7.5	-113.4	3.2	0.5	-95.7	-24.3	-40.4
Cc1cccc(-c2ncc(CN3CCC(CO)(CCCc4ccccc4)CC3)cn2)c1	-13.3	-13.1	-3.2	-8.9	-2.6	1.0	-6.1	-6.4	-5.9
CC(=O)c1ccc(N2CCN(C(=O)c3ccco3)CC2)c(F)c1	-9.1	17.7	2.5	-26.8	1.1	-0.5	-4.4	2.9	-1.6
Cc1ccc(-c2n[nH]c(=O)c3ccccc23)cc1N	-6.2	1.4	-2.0[fluorescence artefact?]	-7.5	-1.2	0.2	6.8	2.1	-1.1
Nn1c(SCc2cccc(Br)c2)nnc1-c1ccncc1	-8.5	-1.3	6.0	-14.5	0.7	0.5	-2.6	10.4	3.1
Cc1cc(C=O)c(C)n1-c1cc(C(F)(F)F)ccc1N1CCOCC1	-8.5	-21.6	-8.2	-2.7	-2.6	0.0	-21.6	-0.5	-2.6
Cc1cc(NCCCO)n2nc(-c3cccs3)cc2n1	-0.5	-2.4	-2.9	-0.3	0.6	33.9	7.7	17.0	-5.8
Cc1cc(C)n(-c2ccc(C(=O)Nc3sccc3C(N)=O)cc2)n1	-16.1	-14.6	-8.0[fluorescence artefact?]	-16.0	0.6	2.8	-28.9	5.4	0.4
COc1ccc(/C=C(/NC(=O)c2ccco2)C(=O)N2CCCC2=O)cc1	-21.6	1.3	-9.8	-9.6	-1.0	-0.9	-4.6	-11.5	2.9
CCOc1cccc2sc(NC(=O)c3ccc(Br)s3)nc12	-1.5	-3.5	4.7[fluorescence artefact?]	-23.1	-3.6	1.1	-43.8	4.9	-0.5
CCn1nc(C)c(Br)c1-c1nc(-c2ccc(C)cc2)no1	8.7	-10.6	-2.2	-3.2	-2.4	-0.3	-3.1	7.1	-1.2
COc1cc(C(=O)OC(C)C(=O)Nc2ccc3c(c2)OCO3)ccc1OCc1c(C)noc1C (centres undefined)	-0.9	0.2	-9.9[fluorescence artefact?]	-22.0	·	0.6	-17.6	1.2	2.4
Cc1ccc(/C=N/n2c(C)nnc2C)o1	-13.1	-1.3	4.3	-21.7	0.3	0.2	-9.7	-0.4	-9.2
N#CC(c1nc2ccccc2nc1OCCO)S(=O)(=O)c1ccccc1 (centres undefined)	-6.7	-7.1	6.3	-20.1	-1.5	3.8	-3.6	2.1	-3.8
O=C(NCc1cccs1)C(=O)NCC1OCCCN1S(=O)(=O)c1ccc(F)cc1 (centres undefined)	-4.2	-10.8	-7.3	-19.9	-0.5	0.0	-7.8	2.3	1.4
COCC(=O)Nc1ccc(Nc2ccccc2)cc1	-2.8	-4.2	6.8	0.0	3.0	0.4	0.1	2.0	-1.8
COc1ccc(/C=N\NC(=O)c2c(C)nc3ccc(Br)cn23)cc1	-11.2	8.7	1.7	-2.5	-1.5	-0.6	-5.3	5.6	-1.6

Random excerpt: 2 entries already listed.
SMILES	TbHK1 inh	MDM2 E3 inh	14-3-3 Bad PPI	EBV gp42 block	Runt-CBFb FRET	zVAD death inh	p47phox inh	Hck-Nef inh	Runt-SMMHC FRET
CSc1n[nH]c(NCc2cccs2)n1	1.1	-13.5	-1.9	-1.1	-4.8	-0.2	-0.1	2.9	-0.3
Cc1cc(C=O)c(C)n1-c1cc(C(F)(F)F)ccc1N1CCOCC1	-8.5	-21.6	-8.2	-2.7	-2.6	0.0	-21.6	-0.5	-2.6

Carrying on.
SMILES	TbHK1 inh	MDM2 E3 inh	14-3-3 Bad PPI	EBV gp42 block	Runt-CBFb FRET	zVAD death inh	p47phox inh	Hck-Nef inh	Runt-SMMHC FRET
Cc1nnc(SC(C)C(=O)NCC2CCCO2)n1-c1ccccc1 (centres undefined)	0.7	-4.2	3.7	-25.3	0.2	0.0	-11.8	-1.4	2.9
CCN(CC)CC(C)(C)NS(=O)(=O)c1ccc(Cl)cc1	-3.3	-10.8	14.7[fluorescence artefact?]	-29.1	-2.3	1.3	-4.7	-0.5	3.8
CSC(=NC#N)N1CCN(c2cccc(Cl)c2)CC1	-2.3	-5.6	-2.0	-10.2	-3.1	0.2	-5.3	0.0	-14.7
CSC(=NC(C)c1ccccc1)NS(=O)(=O)c1cccs1 (centres undefined)	1.2	-5.1	-6.4	-13.8	0.1	-0.1	-25.1	3.0	-1.7
Cc1ccc(C(=O)O)cc1NC(=O)Nc1ccc2c(c1)OCO2	3.2	6.9	-1.7	-14.1	1.3	2.5	2.4	25.8	4.7
NC(C(=O)O)C1CC(Cl)=NO1 (centres undefined)	-0.2	·	3.3	-9.1	0.5	2.5	-3.5	-7.6	0.6
CC(NC(=O)c1cccc(C(F)(F)F)c1)C1CCCO1 (centres undefined)	-1.4	-3.8	-9.8	-10.3	0.7	0.8	-25.3	6.7	19.5
COc1ccc(Cn2nnnc2C(c2ccc(N(C)C)cc2)N2CCC(C)CC2)cc1 (centres undefined)	1.6	-12.1	2.8	-18.0	-1.9	-0.3	-25.1	1.0	-3.9
CC(C)c1cc(=O)oc2c3c4c(cc12)CCCN4CCC3	-19.5	1.1	13.1	51.2*	14.5	3.5	-10.3	52.0*	-3.4
COc1ccccc1N1CCN(C(=O)CSc2ncccc2-c2nc3ccccc3[nH]2)CC1	-10.0	-27.1	7.1	3.7	2.6	-0.7	-11.1	-0.8	-0.4
CCc1ccccc1NC(=S)N(CCCN1CCN(C)CC1)Cc1cccs1	4.2	-4.5	19.5	-8.5	-0.6	-0.5	-4.8	12.4	-0.6
Brc1ccccc1-c1cnco1	8.9	-3.9	-3.8	-3.0	1.1	-0.2	-9.2	5.6	2.5
O=C(COc1ccc([N+](=O)[O-])cc1)N1CCN(c2nnc(-c3ccccc3)c3ccccc23)CC1	-14.6	·	1.7	9.9	0.0	0.3	-1.5	17.5	-2.8
O=C(Cc1ccc(Br)cc1)N1CCN(c2ccc(F)cc2)CC1	-2.3	-9.7	-7.2	4.4	1.6	-0.1	-14.7	3.3	1.8
CC(C)c1onc(C(=O)N2CCCCC2C)c1[N+](=O)[O-] (centres undefined)	19.9	6.8	-17.5	-16.9	1.0	0.0	-5.2	1.2	1.1
CC(C)Oc1ccc(C2CC(=O)N(c3ccc(N(C)C)cc3)C2=O)cc1 (centres undefined)	0.8	·	-11.4	-13.0	-5.5	-0.3	-18.1	14.3	-8.1
O=C(NCc1cc(C(F)(F)F)cc(C(F)(F)F)c1)C12CN(Cc3ccccc3)CC1C(c1cccc([N+](=O)[O-])c1)=NO2 (centres undefined)	-7.5	-5.5	2.9	-13.2	1.8	0.5	8.7	0.0	-8.8
O=S(=O)(NCCCc1ccccc1)c1cccc2nsnc12	7.1	6.3	1.9	-7.7	0.6	·	-0.9	0.4	2.8
Cc1cccc(NCC(=O)N/N=C\c2ccc[nH]2)c1	-30.5	-6.2	-0.6	-13.2	8.8	0.4	-6.2	4.7	-4.9
CCNC(=S)N/N=C/c1cc(C)n(-c2ccc(Cl)cc2)c1C	-22.7	-2.4	-4.7	7.8	-0.3	-0.6	-4.7	-2.9	4.5
Cc1cc(C(=O)N2CCCc3ccccc32)no1	0.2	11.8	-1.2	-12.9	1.3	-0.1	15.7	3.2	-1.7
Cc1cc(/C=N/n2cnnc2)c(C)n1-c1cccc(Cl)c1	-15.0	15.3	5.4[fluorescence artefact?]	-4.8	-0.5	-0.1	-16.8	0.3	-1.2
CC1(C)CC(=O)CC(=NCC(=O)O)C1	10.3	-15.9	7.7[fluorescence artefact?]	-2.9	2.4	0.2	2.5	0.3	3.3
COc1ccc(NC(=O)COC(=O)/C=C/c2ccccc2[N+](=O)[O-])cc1	1.7	-4.4	-6.3	-6.4	-1.8	0.9	-14.3	6.3	0.1
COc1ccc(N2C(=O)CC(NC34CC5CC(CC(C5)C3)C4)C2=O)c(OC)c1 (centres undefined)	-15.1	-8.0	2.6	13.4	8.1	-0.1	1.1	-0.3	1.1
N#Cc1ccccc1OCC(=O)Nc1c(C(=O)C2CC2)oc2ccccc12	-4.7	-20.9	8.2	-11.4	-2.4	3.6	-13.0	1.2	-4.1
CCC(C)C(NC(=O)OC(C)(C)C)C(=O)NC(C(=O)NC(C)C(N)=O)C(C)C (centres undefined)	-1.8	0.1	-10.3	3.7	0.8	15.9	4.8	16.6	4.3
